# MazF activator = activators of E. coli MazEF toxin-antitoxin RNase, primary screen, biochemical, fluorescence, uHTS; AID 504720, 2011; activation, % at 20 µM; actives 0.32% (n = 350,000); FAM/BHQ RNA-DNA oligo cleavage fluorescence, 5 h; in the data active means activation above about 50%
# Target sequence (P0AE70 whole entry, looked up): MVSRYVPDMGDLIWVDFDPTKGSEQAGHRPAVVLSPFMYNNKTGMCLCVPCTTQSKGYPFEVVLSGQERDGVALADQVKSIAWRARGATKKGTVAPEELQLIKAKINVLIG
# PriA SSB inh = inhibitors of Klebsiella pneumoniae PriA binding to SSB C-terminal tail, primary screen, biochemical, AlphaScreen; PriA–SSB C-terminal tail interaction (Klebsiella pneumoniae); AID 1272365, 2023; actives 0.6% (n = 430,000); AlphaScreen SSBct-PriA binding, biotinylated peptide; inhibition, % at 33 µM; in the data active means inhibition mostly above about 37%, no sharp cut-off; inactive means mostly below about 20%;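 further: plate controls were negative control peptide for no effect and reference peptide for full effect; strong numbers were not always called active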
# BH1578 lux ind = inducers of Vibrio cholerae quorum light production without autoinducers, primary screen, BH1578 luxS cqsA deficient, single point. V. cholerae BH1578 lux reporter, luminescence, 6 h. activation, % at 18.7 µM. actives 0.16% (n = 350,000); in the data active means activation mostly above about 9.7%, no sharp cut-off; further: not every result past the cut was called active; inactives centre near 0; reference of the scale not given here
# PfHsp40 yeast = rescue of yeast from PfHsp40 toxicity, primary screen, S. cerevisiae, ATP luminescence; actives 0.68% (n = 340,000); growth rescue, % at 12.5 µM; S. cerevisiae expressing PfHsp40, growth rescue; in the data active means growth rescue above about 28%, passing the limit was not always enough;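 further: yeast W303a lacking pdr1 and pdr3 grown in galactose medium; growth measured after three days at 30 °C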
# Anthrax LF inh2 = Bacillus anthracis LF protease inhibitors, primary screen, biochemical, multiplex microsphere, MLPCN library; multiplex microsphere protease cleavage assay; inhibition, % at 10 µM; actives 0.12% (n = 360,000); Lethal factor (Bacillus anthracis), P15917; in the data active means inhibition above about 30%; further: plate controls were buffer without enzyme for full effect and enzyme alone for no effect
# Target sequence (P15917 whole entry, looked up): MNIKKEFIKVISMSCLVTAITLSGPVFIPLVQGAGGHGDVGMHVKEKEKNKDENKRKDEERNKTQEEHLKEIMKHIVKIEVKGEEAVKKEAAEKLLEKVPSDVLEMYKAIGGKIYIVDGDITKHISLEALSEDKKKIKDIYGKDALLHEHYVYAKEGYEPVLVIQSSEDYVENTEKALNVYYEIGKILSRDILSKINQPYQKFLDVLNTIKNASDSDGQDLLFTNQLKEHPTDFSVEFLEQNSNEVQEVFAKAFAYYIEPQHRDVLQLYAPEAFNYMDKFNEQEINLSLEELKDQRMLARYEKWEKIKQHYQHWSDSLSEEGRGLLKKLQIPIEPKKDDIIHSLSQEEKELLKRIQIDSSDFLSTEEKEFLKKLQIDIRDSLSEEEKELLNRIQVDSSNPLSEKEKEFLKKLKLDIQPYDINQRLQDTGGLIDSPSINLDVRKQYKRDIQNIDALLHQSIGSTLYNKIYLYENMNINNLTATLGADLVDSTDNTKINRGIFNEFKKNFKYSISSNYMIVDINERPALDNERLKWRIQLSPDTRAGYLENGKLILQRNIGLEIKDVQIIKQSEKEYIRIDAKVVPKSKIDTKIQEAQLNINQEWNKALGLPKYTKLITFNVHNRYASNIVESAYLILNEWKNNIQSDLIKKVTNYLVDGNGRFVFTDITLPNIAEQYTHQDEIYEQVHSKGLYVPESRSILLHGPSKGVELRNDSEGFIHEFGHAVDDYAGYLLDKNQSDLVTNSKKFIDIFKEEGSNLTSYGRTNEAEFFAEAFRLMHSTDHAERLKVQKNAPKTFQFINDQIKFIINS
# TcdB inh = TcdB glycohydrolase inhibitors, primary screen, biochemical, single point, plate reader. actives 0.24% (n = 350,000). Toxin B (Clostridioides difficile), P18177. inhibition, % at 9.99 µM. TcdB glycohydrolase enzymatic assay; in the data active means inhibition above about 10%
# DUSP3 inh = VHR1 phosphatase inhibitors, primary screen, biochemical, absorbance, uHTS; Dual specificity protein phosphatase 3 (Homo sapiens), P51452; recombinant VHR phosphatase, pNPP absorbance; inhibition, % at 13.3 µM; actives 0.52% (n = 290,000); in the data active means inhibition above about 50%; further: some compounds called inactive have numbers as strong as hits
# Y pestis TopoI = Yersinia pestis topoisomerase I inhibitors, primary screen, biochemical, cleavage product accumulation, plate reader, single point; activity, % at 10 µM; Y. pestis Topo-I cleavage product accumulation; actives 0.064% (n = 360,000); DNA topoisomerase I (Yersinia pestis CO92); in the data active means activity above about 50%, passing the limit was not always enough; further: inactives centre near 2
# 3CLpro inhibitor = SARS-CoV 3CLpro protease inhibitors, primary screen, biochemical, quenched FRET | recombinant SARS-CoV 3CLpro, quenched FRET peptide cleavage | inhibition, % at 6 µM | actives 0.14% (n = 290,000) | AID 1706, 2009; in the data active means inhibition above about 12%
# Rv3671c protease = Rv3671c serine protease inhibitors, primary screen, biochemical, fluorescence polarization, M. tuberculosis H37Rv. P9WHR9. inhibition, % at 5.96 µM. actives 0.048% (n = 320,000); in the data active means inhibition above about 38%;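 further: extracellular domain of Rv3671c used as enzyme; 0% = enzyme with DMSO and 100% = no enzyme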
# An asterisk follows results filed as active; i = inactive; . = no result given; & = joins results of further samples.
# Results follow in this order: MazF activator	PriA SSB inh	BH1578 lux ind	PfHsp40 yeast	Anthrax LF inh2	TcdB inh	DUSP3 inh	Y pestis TopoI	3CLpro inhibitor	Rv3671c protease
O=C(C1=C[C@H](c2csc3ccccc23)C[C@H](OCCCCO)O1)N1CCN(Cc2ccccc2)CC1
    6	1	0.4	-0.9	-6	1.0	-4	6	0	-10
Cc1ccc(O)c(C(=O)CC(=O)c2ccc(C(C)(C)C)cc2)c1
    -2	10	i	1.6	3	1.3	-4	6	5	4
CCn1c(SCC(=O)Nc2nccs2)nnc1C1CC1
    -5	-10	0.4	-1.8	.	1.6	29	-1	4	-2
c1ccc(CSc2nc3ncncc3[nH]2)cc1
    7	-21	i	-1.4	-12	-0.7	32	5	1	1
CCOc1ccc(-c2nc(C#N)c(N3CCCCCC3)o2)cc1
    -1	93*	-0.2	5.5	-12	1.0	7	36	3	0
O=C(CNC(=O)C1CCCCC1)OCC(=O)c1ccc(Br)cc1
    -2	-4	i	0.3	5	-1.5	4	-1	6	.
O=C(COC(=O)Cn1nnc(-c2ccccc2)n1)Nc1cc(F)ccc1F
    0	-7	i	-0.3	2	2.0	.	9	.	-5
CC[C@]12c3[nH]c4ccc(OC)cc4c3CCN1C(=O)C(CC(=O)NCc1ccco1)C[C@@H]2C(=O)N1CCN(C(=O)c2ccco2)CC1 (stereo partly drawn)
    2	-9	0.9	2.1	-2	1.4	.	21	.	.
CCOC(=O)N1CCN(CC(O)COc2ccc(C)c(C)c2)CC1 (stereo not drawn)
    -2	-3&-5	i	0.1	4	0.1	.	2	1	-4
Cn1ccnc1SCC(=O)Nc1nc2ccccc2s1
    -26	3	1.1	-1.3	3	-0.7	33	12	1	-7
CCCNC(=O)c1ccc2c(c1)C1C3CCC(C3)C1C(c1ccccc1)N2 (stereo not drawn)
    3	7	i	6.7	-1	.	7	10	-1	0
COc1ccccc1CN(C)C(=O)c1ccccc1SCC(=O)N1CCCC1
    6	8	i	-0.1	0	1.6	.	7	.	-7
c1ccc2c(-c3cncc4ccccc34)cncc2c1
    -1	-8	-0.9	-4.7	10	2.3	.	-7	.	-3
CCOCC(=O)Nc1nnc(COc2ccc(Cl)cc2)s1
    2	-7	i	-1.8	3	.	21	5	2	-1
COc1ccc(CCNC(=S)Nc2ccc(S(=O)(=O)Nc3ncccn3)cc2)cc1OC
    1	0	-1.3	1.0	-2	0.9	6	-12	-3	-3
CCOc1cc(C(=O)NCCCn2ccnc2)cc(OCC)c1OCC
    -4	5	-0.3	-0.3	0	0.8	-2	-6	4	1
O=C(NCc1ccccc1)C1(C(F)(F)F)CC(CCCO)CCCO1 (stereo not drawn)
    3	-5	i	0.2	-1	2.7	.	-11	.	4
O=C(CSc1nnc(-c2ccncc2)n1Cc1ccccc1)NC1CCCCC1
    5	-3	-0.1	-0.5	-2	0.2	15	5	2	2
COc1ccccc1C(=O)NCCC(=O)Nc1ncccc1C
    4	1	i	0.1	3	1.9	5	-7	-3	6
CCCCn1c(=O)[nH]c(=O)c2c1nc(-c1ccsc1)n2Cc1ccccc1
    4	-12	-1.1	-0.1	-1	.	-8	59*	4	4

# Next structures follow:
# Results follow in this order: MazF activator	PriA SSB inh	BH1578 lux ind	PfHsp40 yeast	Anthrax LF inh2	TcdB inh	DUSP3 inh	Y pestis TopoI	3CLpro inhibitor	Rv3671c protease
O=C1NC(=O)c2cc(NC(=O)c3cccc4ccccc34)ccc21
    -4	-5	0.1	-0.4	-2	0.0	13	6	-6	-12
COc1ccc(-c2cc(CNS(=O)(=O)c3ccccc3)on2)cc1
    21	-12	-0.3	1.4	-1	0.9	9	23	-6	6
O=[N+]([O-])c1cccc(C2=NC(c3ccccc3)CO2)c1 (stereo not drawn)
    10	-13	i	-0.9	-8	-0.5	5	-4	-4	-13
Cc1ccc(CN2CCN(C(=O)CCc3ccccc3)CC2)cc1
    3	-16	0.8	2.0	-9	0.3	35	25	-2	-5
COc1ccccc1N1C(=O)C2C(c3ccc(F)cc3)NN(C(=O)c3ccc(C)cc3)C2C1=O (stereo not drawn)
    6	-5	i	2.8	-4	0.4	5	16	8	1
CC1CC(C)CN(C(=O)COC(=O)Cc2ccc(Br)cc2)C1 (stereo not drawn)
    3	1	-2.0	2.6	-2	0.9	-5	23	0	3
COc1ccccc1CC(=O)N1CCC(CCC(=O)NC2CC2)CC1
    1	1	-13	1.0	-2	0.2	-13	0	7	3
COc1ccc(CNc2nc(NCc3ccc(OC)cc3)c3[nH]cnc3n2)cc1
    3	-6	0.3	-1.2	3	-5.1	-1	4	.	9
O=C(NCc1ccccn1)c1cc(S(=O)(=O)N2CCCCCC2)ccc1Cl
    7	5	-0.6	0.2	-1	0.9	-8	6	3	-9
COc1cc2ccccc2cc1C(=O)Nc1ccncc1
    11	-6	i	-0.4	.	2.3	.	7	.	-6
COc1cc(-c2nnn(CC(=O)N3CCOCC3)n2)cc(OC)c1OC
    -2	0	6.2	0.5	-2	.	0	-7	4	4
CCCCOC(=O)CSc1nc2ccccc2o1
    13	-19	-0.6	.	.	-0.5	1	3	1	4
Cc1cc(C)cc(-n2ncc3c2CCCC3NC(=O)CCN2CCCC2=O)c1 (stereo not drawn)
    1	-9	i	-0.1	0	1.5	9	4	-3	-2
CC(Oc1cccc(Cl)c1)C(=O)Nc1ccccc1N1CCCCC1 (stereo not drawn)
    -1	-29	-2.9	0.2	-5	-0.3	.	34	.	-2
O=C(CN(Cc1ccccc1Cl)C(=O)c1ccc(CN2CCOCC2)o1)NCC1CCCO1 (stereo not drawn)
    -2	4	i	-0.4	1	.	16	1	-3	-3
CN(C)Cc1c[nH]c2nccnc12
    5	.	-4.5	.	-4	0.9	.	3	.	.
Cc1c[nH]c(=O)c([N+](=O)[O-])c1
    3	2	-0.5	-1.6	-2	-1.6	13	2	1	-7
CCOC(=O)C/C(C)=N/NC(=O)COc1ccccc1C
    0	.	-0.5	-0.4	2	1.3	0	8	0	-20
OC(COc1cccc2ccccc12)CN1CCN(c2ccc(Cl)cc2)CC1 (stereo not drawn)
    -8	2	i	0.5	-3	0.4	5&5	6	8&-4	-3
COc1ccc(-c2nc(NC(=O)c3[nH]c(C)c(C(C)=O)c3C)sc2C)cc1
    -21	8	1.2	0.0	-6	0.6	22	0	4	-3

# Remaining list, next part:
SMILES | MazF activator | PriA SSB inh | BH1578 lux ind | PfHsp40 yeast | Anthrax LF inh2 | TcdB inh | DUSP3 inh | Y pestis TopoI | 3CLpro inhibitor | Rv3671c protease
Cc1onc(-c2ccccc2)c1C(=O)N/N=C/C(Br)=C/c1ccccc1 | 8 | . | -0.6 | 4.5 | -1 | . | 18 | 8 | 1 | -8
N#C/C(=C\c1ccc(N2CCCCC2)c([N+](=O)[O-])c1)c1nn(-c2ccccc2)c(N)c1C#N | 4 | 11 | -0.2 | 0.2 | 0 | . | 8 | -1 | 8 | -3
CCn1c(O)c(C=Nc2ccc(S(N)(=O)=O)cc2)c(=O)n(CC)c1=S | -19 | -11 | -0.2 | -0.6 | 2 | -2.0 | -7 | 0 | 3 | -64
COc1ccc(-c2cnnn2-c2ccc(NC(=O)c3ccco3)cc2)cc1OC | -4 | 5 | -0.6 | 1.2 | -5 | . | 7 | 2 | -5 | 2
O=C1OCC/C1=C1/NCCNC1=O | 6 | . | -0.6 | . | 2 | -1.7 | . | 3 | . | .
CC(=O)c1cccc(OCC(=O)OCC(=O)Nc2cc(S(=O)(=O)N3CCCCC3)ccc2C)c1 | 6 | -6 | i | 0.5 | 2 | 0.6 | . | 30 | . | -5
C[C@@H]1CCCCO[C@@H](CN(C)S(=O)(=O)c2ccccc2)[C@@H](C)CN([C@H](C)CO)C(=O)c2cc(N(C)C)ccc2O1 | 0 | . | -0.4 | . | -6 | -2.9&-3.9 | . | 22 | . | .
O=C(NCC1CCN(Cc2ccccc2Cl)CC1)Nc1cccc(Cl)c1 | -1 | 0 | -0.6 | -0.8 | -1 | 1.0 | 15 | 2 | 1 | -7
CNc1ccccc1C(C)(C)c1cn(-c2ccc([N+](=O)[O-])cc2)nn1 | 5 | 10 | 1.8 | 0.1 | 3 | -0.7 | 53* | 1 | -2 | -2
CC(SCc1ccccc1)C(=O)N/N=C/c1ccc(OCC(=O)NCc2ccco2)cc1 (stereo not drawn) | -7 | . | i | 0.8 | 1 | . | -1 | 5 | 0 | -2
COCCNC(=O)/C(C#N)=C/c1ccc(-c2ccc(S(=O)(=O)N3CCOCC3)cc2)o1 | -9 | 5 | -0.3 | 5.3 | 1 | 0.9 | -1 | -1 | -2 | 6
CCOC(=O)CC(NC(=O)c1cccc2c1C(=O)N(Cc1cccnc1)C2)c1ccc(OCC)c(OC)c1 (stereo not drawn) | -6 | -5 | i | 1.7 | 1 | 0.9 | 4 | 11 | 0 | -11
O=C(NCCc1ccccc1)c1ccc2c(c1)OCCCO2 | 6 | -5 | -0.2 | 0.2 | -5 | 1.8 | 26 | 12 | -9 | -3
CCCCNC(=O)c1onc(CSc2ccc(C)c(C)c2)c1C(=O)O | 4 | -18 | i | -2.9 | 1 | 0.6 | 14 | 6 | 3 | 0
CC(C)(C)c1ccc2c(c1)OC(C(=O)N/N=C\c1ccc(-c3cccc(C(=O)O)c3)o1)CO2 (stereo not drawn) | -1 | . | i | 2.8 | . | -0.9 | 5 | -3 | 8 | -80
Cc1c(C(=O)NCc2ccc3c(c2)OCO3)oc2ccccc12 | 4 | -19 | 2.0 | -0.2 | -9 | . | 27 | 21 | 2 | -4

# Molecules from the list above that contain a furan ring, fused or not:
SMILES | MazF activator | PriA SSB inh | BH1578 lux ind | PfHsp40 yeast | Anthrax LF inh2 | TcdB inh | DUSP3 inh | Y pestis TopoI | 3CLpro inhibitor | Rv3671c protease
CC[C@]12c3[nH]c4ccc(OC)cc4c3CCN1C(=O)C(CC(=O)NCc1ccco1)C[C@@H]2C(=O)N1CCN(C(=O)c2ccco2)CC1 (stereo partly drawn) | 2 | -9 | 0.9 | 2.1 | -2 | 1.4 | . | 21 | . | .
O=C(CN(Cc1ccccc1Cl)C(=O)c1ccc(CN2CCOCC2)o1)NCC1CCCO1 (stereo not drawn) | -2 | 4 | i | -0.4 | 1 | . | 16 | 1 | -3 | -3
COc1ccc(-c2cnnn2-c2ccc(NC(=O)c3ccco3)cc2)cc1OC | -4 | 5 | -0.6 | 1.2 | -5 | . | 7 | 2 | -5 | 2
CC(SCc1ccccc1)C(=O)N/N=C/c1ccc(OCC(=O)NCc2ccco2)cc1 (stereo not drawn) | -7 | . | i | 0.8 | 1 | . | -1 | 5 | 0 | -2
COCCNC(=O)/C(C#N)=C/c1ccc(-c2ccc(S(=O)(=O)N3CCOCC3)cc2)o1 | -9 | 5 | -0.3 | 5.3 | 1 | 0.9 | -1 | -1 | -2 | 6
CC(C)(C)c1ccc2c(c1)OC(C(=O)N/N=C\c1ccc(-c3cccc(C(=O)O)c3)o1)CO2 (stereo not drawn) | -1 | . | i | 2.8 | . | -0.9 | 5 | -3 | 8 | -80
Cc1c(C(=O)NCc2ccc3c(c2)OCO3)oc2ccccc12 | 4 | -19 | 2.0 | -0.2 | -9 | . | 27 | 21 | 2 | -4

# Screens deposited in PubChem BioAssay by several laboratories.

# Some of the compounds tested; rates above refer to the full screens.
